High-throughput results (PubChem BioAssay)
TRHR ag: activates the human TRH receptor. TRHR cells, calcium flux fluo-8, FDSS agonist mode. activation, % at 2 µM. actives 0.18% (n = 360,000). AID 493084; in the data active = activation above about 30%; also: 0% is about no effect
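Fluo-8-loaded TRHR cells; 10 s baseline, compound added, kinetic Ca2+ fluorescence read 1/s, agonist mode.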
IDH1 R132H inh: inhibitors of human mutant IDH1 R132H. Potency, µM (titrated, usually from 76.6 µM), for inactives: top-dose activity change, negative = inhibition, hits mostly inhibitors. actives 0.093% (n = 390,000). IDH1-R132H enzyme, NADPH consumption, diaphorase/resazurin fluorescence. AID 602179; also: potency is read from the fitted curve at half-maximal effect; % is scaled to controls: 0 for no effect and ±100 for the full control effect; nearly all actives have a fitted effect of over 65% in size
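IDH1-R132H (0.5 ug/mL) preincubated 30 min with compound, then NADPH (0.016 mM) and alpha-KG (2 mM) added; 80 min at RT, pH 7.5. Remaining NADPH coupled via diaphorase/resazurin to fluorescence (540/590 nm); concentration-response curves normalized to no-enzyme control.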
USP1 inh: inhibitors of human USP1/UAF1 deubiquitinase; Potency, µM (highest dose often 57.1 µM), inactives show at the top dose activity change, negative = inhibition, actives largely listed as inhibitors; recombinant USP1/UAF1, Ub-Rhodamine cleavage fluorescence; AID 743255; actives 0.23% (n = 390,000); also: potency is read from the fitted curve at half-maximal effect; % is scaled to controls: 0 for no effect and ±100 for the full control effect; nearly all actives have a fitted effect of over 60% in size; inactives centre near -12
Target sequence (O94782 whole entry, looked up): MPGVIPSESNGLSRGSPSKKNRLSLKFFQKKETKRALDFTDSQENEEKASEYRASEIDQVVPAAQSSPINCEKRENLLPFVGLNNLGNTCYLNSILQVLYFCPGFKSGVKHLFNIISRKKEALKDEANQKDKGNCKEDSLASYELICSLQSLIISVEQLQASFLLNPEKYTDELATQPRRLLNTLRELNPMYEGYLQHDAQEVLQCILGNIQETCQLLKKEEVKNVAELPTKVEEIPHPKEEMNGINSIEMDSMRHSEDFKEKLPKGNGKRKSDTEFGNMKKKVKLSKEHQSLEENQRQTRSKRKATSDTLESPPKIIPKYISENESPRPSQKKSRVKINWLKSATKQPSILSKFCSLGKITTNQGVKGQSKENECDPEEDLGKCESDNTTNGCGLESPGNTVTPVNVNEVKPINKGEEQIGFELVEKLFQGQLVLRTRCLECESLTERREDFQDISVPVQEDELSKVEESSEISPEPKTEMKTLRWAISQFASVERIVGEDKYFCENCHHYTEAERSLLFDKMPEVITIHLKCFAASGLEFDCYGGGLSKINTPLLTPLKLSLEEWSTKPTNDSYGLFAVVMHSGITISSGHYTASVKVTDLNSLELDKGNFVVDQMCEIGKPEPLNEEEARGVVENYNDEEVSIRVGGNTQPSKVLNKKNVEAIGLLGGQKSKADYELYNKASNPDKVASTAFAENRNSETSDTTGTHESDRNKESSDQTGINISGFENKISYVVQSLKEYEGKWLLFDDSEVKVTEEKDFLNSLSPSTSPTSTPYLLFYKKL
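High-throughput fluorogenic screen: 1nM USP1/UAF1 complex, Ub-Rho substrate 150nM final, 50mM HEPES pH 7.8 with 0.5mM EDTA, 0.1 mg/ml BSA, 1mM TCEP and 0.01% Tween-20.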
TRHR PAM: allosterically enhances the human TRH receptor | TRHR cells, fluo-8 calcium fluorescence, EC20 TRH enhancement | P34981 | actives 0.66% (n = 360,000) | enhancement, % at 2 µM; in the data active = enhancement above about 30%; also: 0% is about no effect
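TRHR-expressing cells loaded with fluo-8 calcium dye were read kinetically (ex 480/em 530) during compound addition, then stimulated with an EC20 of TRH (10 nM final). Enhancement of the Gq-mediated intracellular calcium response was scored.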
Pin1 inhibitor: inhibitors of human Pin1; Potency, µM (titrated, usually from 115 µM), without a hit: at the top dose activity, negative = inhibition, actives largely listed as inhibitors; Q13526; actives 0.009% (n = 390,000); Pin1 FP peptide displacement, HiFluor488, 10 min; active = well fitted inhibition curve with a large enough effect in the polarisation, with a control signal flat, not every such curve was filed as active; inconclusive = small, poorly fitted or top-dose-only effect, or effect the other way, or a change in a side signal; inactive = no such curve, though single readings can be large or run the other way; the % refers to the polarisation; also: potency is read from the fitted curve at half-maximal effect; % is scaled to controls: 0 for no effect and ±100 for the full control effect
Target sequence (Q13526 whole entry, looked up): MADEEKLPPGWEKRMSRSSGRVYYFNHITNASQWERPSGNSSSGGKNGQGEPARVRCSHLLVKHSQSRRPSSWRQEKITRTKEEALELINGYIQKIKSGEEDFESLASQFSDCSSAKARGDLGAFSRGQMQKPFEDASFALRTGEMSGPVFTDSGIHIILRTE
rTrxR1 inhibitor: rat TrxR1 inhibition | O89049 | recombinant rTrxR1, NADPH fluorescence consumption, selenite substrate | Potency, µM (top dose mostly 114 µM), without a hit: top-dose activity change, negative = inhibition, actives largely listed as inhibitors | actives 1% (n = 390,000); also: potency is read from the fitted curve at half-maximal effect; % is scaled to controls: 0 for no effect and ±100 for the full control effect; nearly all actives have a fitted effect of over 65% in size
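Rat TrxR1 (90 nM in the dispensed reagent) was pre-reduced with 400 uM NADPH for 5 min at room temperature, then incubated with compound for 15 min. After 400 uM selenite was added, NADPH fluorescence (Ex 340/Em 450 nm) was followed for 8 min.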
TrxR1 substrate: is turned over as a substrate by rat TrxR1; purified TrxR1 substrate turnover, NADPH consumption readout; Potency, µM (doses to about 114 µM), for the others: top-dose activity change, negative = substrate turnover; AID 588456; O89049; actives 0.01% (n = 390,000); also: potency is read from the fitted curve at half-maximal effect; % is scaled to controls: 0 for no effect and ±100 for the full control effect; nearly all actives have a fitted effect of over 50% in size
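Rat TrxR1, dispensed at 90 nM, was prereduced with 400 uM NADPH (final) for 5 min at ~22 deg C, then incubated with compound 15 min before 400 uM selenite. A first-read NADPH fluorescence drop versus no-compound background flagged substrates.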
D2 ag: agonists of human D2 dopamine receptor. P14416. HEK293 T-REx D2 cells, calcium flux agonist mode. activation, % at 2 µM. actives 0.53% (n = 340,000). AID 485358;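 active = activation over 3 SD above normal in the single-dose calcium agonist read, cut at about 30% in these data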; also: 0% is about no effect
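Tetracycline-induced HEK293 Trex cells with D2 receptor force-coupled to calcium signaling, plated overnight at 30 C and loaded with no-wash calcium dye. Calcium flux read kinetically for 180 s after compound addition; responses flag agonists.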
D2 antag: antagonists of human D2 dopamine receptor. actives 2% (n = 340,000). AID 485344. HEK293 TREx D2 cells, calcium flux, dopamine EC80. P14416. inhibition, % at 10 µM; in the data active = inhibition above about 30%; also: 0% is about no effect
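Read-out: kinetic calcium fluorescence (1 cycle/s) in inducible HEK293 T-REx D2 cells after an EC80 dopamine addition that followed 180 s compound preincubation. Loss of the dopamine response indicates antagonism.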
Active calls of the source: *; ? = inconclusive; · = no result given; [ ] = another dose, or the depositor's remark. Unless noted, calls follow the shape of the dose curve; as a rule, active = well fitted inhibition curve with a large enough effect; inconclusive = small, poorly fitted or top-dose-only effect; inactive = no such curve, though single readings can be large or run the other way.

Start of the listing, in advance, 4 compounds:
1	c1ccc(CN2CCN(c3ncnc4c3[nH]c3ccccc34)CC2)cc1
2	O=C(NCc1cccnc1)c1cccc(S(=O)(=O)NCc2ccccc2)c1
3	Cc1cccc(NC(=O)NCCc2c[nH]c3ccccc23)c1
4	CCN(c1ccc(OC)cc1)S(=O)(=O)c1nnc(NC(=O)COc2ccccc2)s1
assay / entry | 1 | 2 | 3 | 4
TRHR ag | 1.2 | 0.0 | -0.4 | -0.3
IDH1 R132H inh | 9% | 3% | 6% | 4%
USP1 inh | -22% | -28% | -14% | -25%
TRHR PAM | -7 | 6 | -3 | 2
Pin1 inhibitor | 1% | 0% | ? | -1%
rTrxR1 inhibitor | 1% | -7% | 36%[57.1 µM] | 10%
TrxR1 substrate | 11% | -6% | 4%[57.1 µM] | 3%
D2 ag | 0.8 | 0.0 | -0.9 | -0.2
D2 antag | 10 | 8 | -2 | -9

All compounds of this part, from the first entry:
1	c1ccc(CN2CCN(c3ncnc4c3[nH]c3ccccc34)CC2)cc1
2	O=C(NCc1cccnc1)c1cccc(S(=O)(=O)NCc2ccccc2)c1
3	Cc1cccc(NC(=O)NCCc2c[nH]c3ccccc23)c1
4	CCN(c1ccc(OC)cc1)S(=O)(=O)c1nnc(NC(=O)COc2ccccc2)s1
5	O=C(O)C1CC(O)CN1C(=S)Nc1ccccc1 (configuration not stated)
6	CCCCn1nnc(NC(=O)COc2cc(C)ccc2C(C)C)n1
7	O=C(NC(=S)NC12CC3CC(CC(C3)C1)C2)c1ccc(F)cc1
8	CCOc1ccc(C2Nc3c(C)cccc3-c3cc(C)nn32)cc1 (configuration not stated)
assay / entry | 1 | 2 | 3 | 4 | 5 | 6 | 7 | 8
TRHR ag | 1.2 | 0.0 | -0.4 | -0.3 | 0.2 | 0.5 | · | -0.4
IDH1 R132H inh | 9% | 3% | 6% | 4% | -5% | 10% | 3% | 26%
USP1 inh | -22% | -28% | -14% | -25% | -6% | -31% | -10% | -22%
TRHR PAM | -7 | 6 | -3 | 2 | -3 | 0 | · | 4
Pin1 inhibitor | 1% | 0% | ? | -1% | -12% | -7% | -6% | -2%
rTrxR1 inhibitor | 1% | -7% | 36%[57.1 µM] | 10% | 10% | 16% | -11% | 0%
TrxR1 substrate | 11% | -6% | 4%[57.1 µM] | 3% | -1% | -2% | 14%[57.1 µM] | 15%
D2 ag | 0.8 | 0.0 | -0.9 | -0.2 | -0.1 | 1.0 | · | -0.2
D2 antag | 10 | 8 | -2 | -9 | -14 | 4 | · | ·

9	Cc1ccccc1NC(=O)C(C)N1C(=O)c2ccccc2C1=O (configuration not stated)
10	O=C(CSc1nc2ccccc2s1)Nc1ccc(Cl)c(S(=O)(=O)N2CCOCC2)c1
11	Cc1ccc(NC(=O)CSCC(=O)N(C)CC(=O)Nc2ccccc2C(F)(F)F)cc1
12	Cc1c(N(C)S(=O)(=O)c2cc(C(=O)Nc3ccccn3)ccc2Cl)c(=O)n(-c2ccccc2)n1C
13	COC(=O)c1ccc(CSC2=NC[C@@H]3[C@@H]4C(=O)N(Cc5ccccc5)C(=O)[C@@H]4[C@](C)(C(=O)OC)N23)cc1
14	CCN1C(=O)C(CC(=O)NC2CCCCC2)N(CC)C1=O (configuration not stated)
15	CCOC(=O)c1ccc(N=Cc2nc(-c3ccccc3)oc2OC(C)=O)cc1
16	O=C(CCc1c[nH]c2ccccc12)NCc1ccncc1
assay / entry | 9 | 10 | 11 | 12 | 13 | 14 | 15 | 16
TRHR ag | -0.1 | 0.1 | -0.7 | -0.4 | · | 0.3 | 0.1 | -1.2
IDH1 R132H inh | 2% | -4% | 7% | 4% | 1%[38.3 µM] | 4% | 1% | 3%
USP1 inh | -15% | -22% | -21% | -14% | -20% | 4% | -4% | -7%
TRHR PAM | -1 | 15 | 3 | -11 | · | -3 | 20 | 1
Pin1 inhibitor | 0% | 28% | -1% | -3% | 1% | -5% | -4% | -13%
rTrxR1 inhibitor | 16% | -20% | 4%[57.1 µM] | -7% | 21% | 23%[57.1 µM] | 2µM* | 1%
TrxR1 substrate | 8% | -9% | 6%[57.1 µM] | -10% | 0% | 1%[57.1 µM] | -2% | 1%
D2 ag | -1.0 | -0.5 | 0.1 | -0.4 | · | -4.1 | -0.1 | -1.2
D2 antag | 16 | -10 | 2 | 20 | · | -18 | -40 | 5

17	Cc1cc(C)cc(N(CC(=O)NC2CCCC2)C(=O)c2csnn2)c1
18	COc1ccc2c(ccc[n+]2CC(=O)c2ccccc2)c1
19	O=S(=O)(Nc1ccc(N2CCCCC2)cc1)c1ccc(F)cc1F
20	COc1ccc(-c2nnc(-c3ccc(N(C)C)cc3)o2)cc1
21	Cn1ncc(Cl)c1C(=O)N1CCCc2ccccc21
22	Cc1c(S(=O)(=O)N2CCN(c3cccc(Cl)c3)CC2)c(=O)n(C)c(=O)n1C
23	CCN(Cc1ccccc1)S(=O)(=O)c1ccc(C(=O)N(CCCN(C)C)c2nc3cc(OC)ccc3s2)cc1
24	COC(=O)c1ccccc1NC(=O)c1cnn2c(C(F)F)cc(C3CC3)nc12
assay / entry | 17 | 18 | 19 | 20 | 21 | 22 | 23 | 24
TRHR ag | 1.2 | 1.7 | -0.5 | -0.4 | -0.3 | 0.1 | 0.7 | -0.1
IDH1 R132H inh | -9% | 1% | 3% | 8% | 9% | 0% | -1% | -7%
USP1 inh | -10% | -9% | -8% | 1% | -15% | -4% | -14% | -7%
TRHR PAM | 1 | 0 | 16 | -1 | -2 | 5 | 10 | 11
Pin1 inhibitor | 2% | 12% | 11% | -3% | 3% | -8% | 0% | 0%
rTrxR1 inhibitor | 10% | 6% | -12%[57.1 µM] | 27% | 5% | 2% | 7%[57.1 µM] | 11%[57.1 µM]
TrxR1 substrate | -2% | 25% | 0%[57.1 µM] | 105%[activator] | -9%[57.1 µM] | -5% | 4%[57.1 µM] | 11%[57.1 µM]
D2 ag | 2.2 | 0.2 | -0.9 | -0.6 | -1.0 | 0.6 | 0.3 | -1.6
D2 antag | 4 | 7 | -27 | -6 | -20 | 0 | -1 | -27

25	COc1ccc(NC(=O)N2CCCC2C(=O)NC2CCCC2)cc1 (configuration not stated)
26	Cn1c(=O)oc2cc(S(=O)(=O)NCCC(=O)N3CC=C(c4ccccc4)CC3)ccc21
27	Cc1cc(C)cc(C(=O)N[C@@H](C)C(=O)N2CCC3(CC2)NCCc2[nH]cnc23)c1
28	CCC1(C(=O)NC(=Nc2ccccc2)Nc2ccccc2)CCOC1=O (configuration not stated)
29	CC(C)C1NC2(C(=O)c3ccccc3C2=O)C2C(=O)N(c3ccc(F)cc3)C(=O)C12 (configuration not stated)
30	COc1ccc(/C=N/n2c(-c3n[nH]c4c3CCC4)n[nH]c2=S)cc1OC
31	O=C(Nc1ccc2c(c1)N(Cc1ccccc1)C(=O)c1ccccc1S2)NC1CC1
32	Cc1ccc(S(=O)(=O)N/N=C/c2ccc(OS(=O)(=O)c3ccc(C)c([N+](=O)[O-])c3)cc2)cc1
assay / entry | 25 | 26 | 27 | 28 | 29 | 30 | 31 | 32
TRHR ag | 0.8 | -0.8 | 1.0 | · | -0.8 | -0.4 | 0.3 | -0.3
IDH1 R132H inh | 6% | 3% | 0% | 3% | 3% | 4% | -5% | -7%
USP1 inh | -13% | -15% | -9% | -12% | -20% | -5% | -10% | -9%
TRHR PAM | -1 | -3 | 4 | · | 0 | 3 | -19 | -4
Pin1 inhibitor | -4% | -4% | 0% | -4% | ? | 4% | 3% | 2%
rTrxR1 inhibitor | 2%[57.1 µM] | 9% | -10% | 8% | 45µM* | ? | -5% | 4%[57.1 µM]
TrxR1 substrate | 1%[57.1 µM] | 9% | -8% | -7%[57.1 µM] | 5% | -9% | 0% | 3%[57.1 µM]
D2 ag | 2.8 | 0.4 | 0.2 | · | -1.1 | 6.1 | -2.8 | -0.4
D2 antag | 1 | -3 | 15 | · | -4 | 0 | -8 | -10

33	CC(C)C(NC(=O)COc1ccccc1)C(=O)O (configuration not stated)
34	O=C(Nc1cc(Cl)ccc1O)c1cc2nc(-c3ccc4c(c3)OCO4)cc(C(F)(F)F)n2n1
35	COc1ccc(N2C(=O)Cc3ccccc3C2=O)cc1
36	CC(C)C(NC(=O)OCc1ccccc1)C(=O)OCC(=O)NCc1ccco1 (configuration not stated)
37	COc1ccc(Cn2nnnc2C(c2ccc(N(C)C)cc2)N2CCC(C(N)=O)CC2)cc1 (configuration not stated)
38	CS(=O)(=O)N1CCN(C/C=C/c2ccccc2)CC1
39	Cc1ccc(C(=O)NCC(=O)OCC(=O)NC2CCCCCCC2)cc1
40	O=C(CSc1nc2ccsc2c(=O)n1Cc1ccccc1)NCC1CCCO1 (configuration not stated)
41	COCCN1C(=O)N[C@@H](CCc2ccccc2)[C@H](C(C)=O)[C@H]1C
assay / entry | 33 | 34 | 35 | 36 | 37 | 38 | 39 | 40 | 41
TRHR ag | 0.3 | 0.8 | 0.7 | 0.2 | 0.1 | -0.8 | -1.5 | -0.7 | -0.4
IDH1 R132H inh | 0% | 25% | 5% | 1% | -5% | -1% | 0% | 2% | -10%
USP1 inh | -6% | -18% | ? | 0% | 0% | 2% | -16% | -9% | ?
TRHR PAM | 0 | 12 | 8 | 16 | 17 | 4 | -8 | -1 | -2
Pin1 inhibitor | 0% | 5% | -9% | ? | 1% | 4% | -1% | -3% | 4%
rTrxR1 inhibitor | 9% | 19% | -40% | ? | 7.1µM* | -3%[57.1 µM] | -6% | 20%[57.1 µM] | 3%
TrxR1 substrate | 9% | -3% | 9%[57.1 µM] | 4%[57.1 µM] | 0%[57.1 µM] | 5%[57.1 µM] | -4% | 4%[57.1 µM] | -4%
D2 ag | 0.1 | 0.2 | 0.1 | -0.5 | 0.7 | -0.3 | -0.1 | 0.2 | -0.3
D2 antag | -6 | · | -12 | 12 | -10 | -8 | -5 | -6 | -6

Only part of the results is shown; the hit share may differ from the screen's.
